Screens deposited in PubChem by several laboratories.
M1AAP inhibition: P. falciparum M1AAP inhibitors, biochemical, fluorogenic H-Leu-NHMec substrate, 1536-well (AID 1445); recombinant M1AAP, H-Leu-NHMec fluorogenic kinetic assay; higher % means a stronger effect; inhibition, % at 30 µM; hits with a dose series show IC50 in µM; actives 0.42% (n = 220,000);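 active = primary inhibition above the hit cutoff, then over 50% inhibition at one or more dose response concentrations, cut at about 23% in these data, passing the limit was not always enough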;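 note: plate controls were DMSO full reaction for no effect and no enzyme background for full effect; strong numbers were not always called active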
K1F lysis inhibition: protection from phage-mediated lysis, alamar blue read-out – E. coli UTI89, K1F phage, bacterial capsule biogenesis inhibitors (AID 488966) | E. coli UTI89 K1F phage lysis, alamar blue, 2 h; higher % means a stronger effect | actives 0.02% (n = 340,000) | inhibition, % at 100 µM; hits with a dose series show IC50 in µM;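 active = phage lysis inhibition, versus mean bacterial control, above a set limit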;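 note: capsule biogenesis inhibitors block K1F phage lysis so surviving cells raise fluorescence; higher fluorescence means more inhibition of phage lysis; actives were called in the ten point dose series up to 300 µM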
Dynein transport: dynein cargo transport inhibition. 3617.4 mouse cells, GR-EGFP nuclear translocation imaging; test concentration mostly 20 µM; stimulated with dexamethasone, 1 µM; stronger effect = lower value. z-score, hits read low. actives 0.47% (n = 220,000);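 active = plate z-score of nuclear minus cytoplasmic receptor signal below a set negative limit, without overly bright fluorescence or cell loss, cut at about -3.5 in these data, passing the limit was not always enough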;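 note: z-score of nuclear minus cytoplasmic ring GR-EGFP intensity difference per well; some compounds called inactive have numbers as strong as hits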
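Buffer or medium – tet-free medium with charcoal-stripped serum · Signal – automated 10x imaging of fixed Hoechst-stained cells · Also added – dexamethasone agonist, 1.0 µM final, for 30 min · Incubation – induction 48 h, compound 1 h, agonist 30 min · Read-out – GR-EGFP nuclear translocation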
P. falciparum M17LAP: P. falciparum M17LAP inhibitors, primary screen, biochemical, fluorogenic H-Leu-NHMec substrate, 1536-well (AID 1619); inhibition, % at 30 µM, or IC50 in µM where a hit was titrated; recombinant M17LAP, H-Leu-NHMec fluorogenic kinetic assay; higher % means a stronger effect; actives 0.38% (n = 220,000);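 active = compound inhibiting the enzyme by more than half at any dose during confirmatory dose-response retesting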;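 note: plate controls were full reaction with DMSO carrier for no effect and no enzyme background for full effect; strong numbers were not always called active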
Insulin prom up: MIN6 insulin promoter up-regulation; MIN6 insulin promoter-GFP reporter, high-content imaging; stronger effect = higher value; z-score at 5 µM; actives 0.3% (n = 190,000); AID 1625;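 active = z-score above 3 at 5 µM with at least 500 cells counted in the well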
ER stress rescue: rescue of cells from ER stress-induced death, primary screen, 384-well, CSM14.1, thapsigargin, ATP luminescence (AID 1222) | CSM14.1 thapsigargin-induced death rescue, ATP luminescence; higher % means a stronger effect | cellular ATP content (survival), % at 20 µM; hits with a dose series show EC50 in µM | 190,000 tested, under 10 active;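 active = EC50 below 50 µM in the dose-response confirmation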;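 note: death triggered by thapsigargin at about 15 µM added after 2 h compound pretreatment; cell ATP read after overnight thapsigargin exposure of roughly 18 to 22 hours; normalized against plate controls of thapsigargin alone and 5% DMSO vehicle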
bCat nuc transl: modulators of beta-catenin nuclear translocation. nuclear translocation activity, % at 5 µM. AID 1665. HeLa beta-catenin nuclear translocation, immunofluorescence imaging. actives 0.3% (n = 190,000);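 active = nuclear translocation activity above 50% at 5 µM, with a well cell count of 50 or more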;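 note: per-cell ratio of nuclear to cytoplasmic median beta-catenin stain intensity; plate controls were DMSO negative control for no effect and GSK-3 inhibitor IX positive control for full effect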
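Technique: fluorescence imaging of beta-catenin antibody stain plus DAPI / Material: human HeLa cell line / Incubation: compound treatment 24 h, 37°C, 5% CO2 / Read-out basis: % activation of per-cell nuclear versus cytoplasmic median beta-catenin signal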
Autophagy mod: alters autophagy in cells | MEF GFP-LC3 puncta imaging; test concentration mostly 10 µM | calls only at 10 µM (by protocol) | actives 0.98% (n = 190,000);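 active = percentage of spot-positive cells more than 3 SD above its plate mean, without a fluorescence outlier flag or 80% toxicity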;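 note: spot-positive cell cutoff set from DMSO-treated cells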
MT stabilize HCS: microtubule stabilizers in HeLa cells. HeLa tubulin immunostaining HCS, 24 h; share of cells brighter than vehicle mean+2SD. % tubulin-high responders, % at 10 µM. actives 0.83% (n = 200,000);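 active = plate Z-score above 3 for both tubulin-high and condensed-nucleus cell shares, with cell loss under 80%, at 10 µM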;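 note: anti alpha tubulin signal scored within the nucleus-defined area of each cell; some results filed as inactive read as strong as hits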
Dynein transport cytoplasmic EGFP: further read-out of Dynein transport, marked with its call; z-score; measured here: cytoplasmic GR-EGFP intensity; stronger effect = higher value
Dynein transport nuclear GR-EGFP: second read-out of Dynein transport, no call of its own (marks repeat the call); z-score; measured here: nuclear GR-EGFP intensity;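 lower value marks the stronger effect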
Dynein transport cell count: second read-out of Dynein transport, no call of its own (marks repeat the call); z-score; measured here: cell count per field
Insulin prom up cell count: second read-out of Insulin prom up, no call of its own (marks repeat the call); cell count; measured here: cytotoxicity, nuclei count;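 total cells summed across four imaged fields per well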
bCat nuc transl cell count 5 µM: further read-out of bCat nuc transl, marked with its call; cell count; measured here: cell count, cytotoxicity flag
MT stabilize HCS Hoechst-high %: further read-out of MT stabilize HCS, marked with its call; % Hoechst-high responders; measured here: nuclear condensation Hoechst responders;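 share of cells brighter than vehicle mean plus two SD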
MT stabilize HCS cytotoxicity %: second read-out of MT stabilize HCS, no call of its own (marks repeat the call); toxicity, %; measured here: cytotoxicity by cell density;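 0% = mean cell density of plate MIN control wells and 100% = no cells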
Autophagy mod cell loss 18 h: recorded beside Autophagy mod, whose call it bears; toxicity, %; measured here: cell loss, nuclei count;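 cell loss after 18 h compound exposure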
* hit, by the source's call; i = inactive; nt = no result given; [ ] = remark or other dose.

SMILES	M1AAP inhibition	K1F lysis inhibition	Dynein transport	Dynein transport cytoplasmic EGFP	Dynein transport nuclear GR-EGFP	Dynein transport cell count	P. falciparum M17LAP	Insulin prom up	Insulin prom up cell count	ER stress rescue	bCat nuc transl	bCat nuc transl cell count 5 µM	Autophagy mod	Autophagy mod cell loss 18 h	MT stabilize HCS	MT stabilize HCS Hoechst-high %	MT stabilize HCS cytotoxicity %
C=CCn1c(-c2ccc(Cl)cc2)c[nH]c1=S	8%	0.3%	0.048	-0.31	0.19	-0.095	-9%	-0.12	1216	-0.3%	1.1	1128	i	-17	7.1	3.5	9.2
Cn1cnnc1SCC(=O)NC1CCCCC1	3%	0.3%	-0.13	-0.27	-0.22	0.5	1%	-0.1	1210	-2.3%	-0.4	1069	i	13	3.8	2.3	4.3
O=C(NCCc1ccccc1)c1ccc(NCC2CCCO2)c([N+](=O)[O-])c1 (stereo unspecified)	-1%	-0.1%	2.1	-0.11	0.99	-1.1	-4%	nt	nt	-2.7%	-1.4	1132	i	-23	2.1	1.7	11
Cc1cc(NC(=O)c2cnn3cccnc23)nn1CC(=O)Nc1cccnc1	0%	-0.2%[50 µM]	-0.31	-0.32	0.11	0.99	-9%	-0.41	1244	-1.1%	-1.2	1079	i	0	1.6	0.6	21
CCOc1c(OC)ccc2c3c(c(=O)oc12)CCCC3	6%	8.8%	0.043	0.2	-0.056	-1.5	-1%	nt	nt	4.4%	6.1	860	i	-2	0.8	1.0	9.1
Oc1ccc(/C=N/n2cc(-c3ccccc3)[nH]c2=S)cc1	6%	-0.2%	-0.6	-0.23	-0.69	1.4	56%	0.66	1221	-0.5%	-2.3	1126	i	9	1.9	2.4	5.7
CN(C)S(=O)(=O)c1cccc(NC(=O)Cn2cc(C(F)(F)F)cc(Cl)c2=O)c1	3%	-0.2%	-0.47	-0.16	-0.6	0.38	3%	0.8	1287	-1.4%	-2.3	1104	i	-17	2.2	2.1	12
Cc1ccc(NC(=O)Cc2noc3ccccc23)cc1	0%	0.1%	-0.99	-0.24	-0.52	0.54	14%	nt	nt	-2.7%	0.4	1158	i	1	2.5	2.2	8.7
CCOC(=O)c1nn(-c2ccc(F)cc2)cc1O	6%	4.4%	-0.51	-0.32	-0.34	0.82	3%	0.48	1021	0.3%	-0.8	1173	i	0	2.2	1.4	1.7
C/C(=N\NC(=O)c1ccc(Br)cc1)c1ccccc1	-2%	0.5%	0.6	-0.2	0.58	-0.15	4%	nt	nt	-2.7%	nt	nt	i	-34	2.6	1.8	9.3
COc1ccc2[nH]c(=O)c(CN(Cc3ccccc3)Cc3nnnn3CC3CCCO3)cc2c1 (stereo unspecified)	16%	-0.9%	1.7	-0.48	0.49	0.15	-49%	-0.64	1065	-1.1%	-2.4	1128	i	21	3.7	1.2	17
O=C(O)C1C2C=CC(O2)C1C(=O)Nc1ccc2c(c1)OCCO2 (stereo unspecified)	2%	nt	-1.6	-0.2	-0.4	1.3	6%	0.76	1278	0.3%	-1.1	1121	i	-8	3.1	2.5	8.3
Cc1cc(C)c(C)c(OCc2nc(-c3cccnc3)no2)c1	-3%	0.1%	3.1	0.11	2.5	-3	7%	-0.16	1316	-1.7%	-0.2	1044	i	19	5.6	1.4	4.1
C1=Nc2c(NCc3ccccc3)ncnc2Oc2ccccc21	13%	0.8%	-0.033	-0.27	0.17	1.3	0%	-0.29	1259	nt	-1.7	993	i	4	2.7	2.4	8.2
COc1ccc(-c2ccc(C)cc2)cc1[C@H]1[C@H]2C=CC[C@@H](C)[C@@H]2C(=O)N1Cc1ccccc1	0%	1.0%	-0.24	-0.78	-0.17	-0.19	-6%	nt	nt	nt	0.7	1124	nt	nt	nt	nt	nt
O=C(NCc1nc2ccccc2[nH]1)C1=C[C@H](c2coc3ccccc3c2=O)C[C@H](OCc2ccc(CO)cc2)O1	6%	1.2%	0.0038	-0.73	0.038	-0.49	0%	-0.62	969	nt	-0.1	1199	nt	nt	nt	nt	nt
CC(C)(C)c1ccc(C(=O)Nc2ccc(N3CCOCC3)cc2)cc1	6%	2.7%	2.7	1.1	2.1	-2.1	-2%	nt	nt	-3.1%	-3.6	1191	i	-4	1.0	0.7	5.6
COc1ccc(CNC(=O)C2CCCN(S(=O)(=O)c3cc(C)ccc3OC)C2)cc1 (stereo unspecified)	-4%	2.8%	-0.4	-0.11	0.39	0.11	15%	0.25	1195	-0.9%	nt	nt	i	3	2.0	1.6	8.8
O=C(Nc1ccccc1)c1cc(Cl)nc2ccccc12	3%	0.5%[50 µM]	-0.64	-0.22	-0.22	0.76	2%	0.17	1202	-2.7%	0.6	935	i	-7	2.4	2.2	3.9
Cc1ccc(N2C=Nc3ccc(C)c4nc(C)cc2c34)cc1	1%	-0.1%	-0.56	-0.23	-0.42	0.76	-16%	0.02	1434	-1.0%	-1.1	1086	i	-35	3.7	2.5	4.4
CCc1ccc(-c2ccc(C(=O)C(F)(F)F)[nH]2)cc1	0%	0.7%	-0.11	0.37	0.018	-0.11	-14%	-0.19	1637	7.1%	0.4	1314	i	-2	0.9	1.8	7.5
Cc1occc1-c1nnc(SCC(=O)NCCc2ccccc2)o1	-10%	1.0%	0.78	-0.2	-0.036	-0.14	5%	-0.24	1242	0.7%	-0.2	1122	i	-2	1.5	2.3	8.2
CCCCSc1nsc(NC(C)=O)n1	8%	1.1%	1.8	-0.17	0.95	-1	-5%	0.52	1301	-0.2%	-1.6	953	i	-1	2.9	2.1	5.4
Cc1cc2c(cc1C)NC(c1c(C)n(C)n(-c3ccccc3)c1=O)C1=C(CC(C)(C)CC1=O)N2 (stereo unspecified)	16%	1.0%	-0.67	1.3	-0.12	-0.59	18%	-0.18	1162	nt	nt	nt	i	0	2.8	2.6	0.8
CC(C)NC(=O)NC(=O)COC(=O)c1ccc([N+](=O)[O-])cc1Cl	2%	0.3%	-0.54	-0.3	0.043	0.3	2%	-0.26	1406	nt	-1.2	1018	i	0	1.5	1.8	3.1
Cc1cc(C)nc(NS(=O)(=O)c2ccc(NC(=O)CCCN3C(=O)c4ccccc4C3=O)cc2)n1	6%	0.0%	3.8	-0.22	2.5	-1.3	23%	0.39	1153	-1.6%	-0.9	812	i	4	2.8	2.6	9.5
NC(=O)C1CCN(CC(=O)NCc2ccccc2)CC1	11%	2.8%	0.085	-0.45	0.12	0.72	14%	nt	nt	3.5%	-6.7	1245	i	-4	1.0	1.0	9.7
CC(C)(C)C1CCc2c(C(=O)N/N=C/c3cccs3)csc2C1 (stereo unspecified)	-5%	8.0%	0.49	-0.16	0.9	-1.1	1%	-0.34	1617	-0.7%	1.0	1376	i	12	2.1	2.1	9.4
O=C(COc1ccccc1O)c1cccs1	7%	0.8%	-0.8	-0.23	0.024	0.55	5%	-0.84	1074	1.2%	-0.9	1131	i	-4	3.3	2.6	7.7
Cc1ccc(C)c(N2CCN(C(=O)c3ccccc3Br)CC2)c1	2%	1.7%	-0.58	-0.22	-0.24	0.31	-5%	nt	nt	nt	nt	nt	i	-13	1.8	2.7	4.6
O=C(COC(=O)c1cnc(Cl)c(Cl)c1)NCCC1=CCCCC1	-1%	0.3%	-0.83	-0.2	-0.074	0.55	8%	-0.08	1189	-0.2%	1.5	1087	i	9	3.7	2.3	8.6
CC(C)S(=O)(=O)c1ccc(C(=O)Nc2ccc(F)cc2F)cn1	14%	-0.3%	-0.35	-0.3	0.39	-0.059	7%	-0.51	1506	-1.6%	-3.9	1091	i	-3	3.0	3.0	8.2
COc1ccccc1N1CCN(C(=O)c2cc(C)oc2C)CC1	-1%	0.4%	-0.83	-0.2	-0.28	-0.087	-2%	-0.06	1150	-6.5%	-0.7	1091	i	3	3.7	1.7	14
CC1=CC(C)(C)NC(=S)N1c1cccc2cc(S(=O)(=O)O)ccc12	7%	0.1%	-0.055	-0.26	-0.075	1	30%	-0.03	1428	nt	-0.3	1057	nt	nt	nt	nt	nt
CN1CCN(c2ccc(NC(=O)COc3ccccc3Cl)cc2)CC1	8%	7.9%	-1.2	-0.21	-1.2	0.14	12%	0.08	1177	0.9%	1.0	929	i	-4	2.4	1.2	1.8
CCOC(=O)N1CCN(C(=O)CCCn2nc(C)c3sc4ccccc4c3c2=O)CC1	-2%	-0.2%	1.1	0.86	1	0.047	7%	-0.08	993	-1.6%	-2.8	1472	i	6	5.1	3.1	8.1
CCN1CCN(C(=O)/C=C/c2c(F)cccc2Cl)CC1	-1%	4.5%	0.3	-0.24	-0.21	0.24	-9%	0.65	1484	-0.9%	-2.4	589	i	2	2.0	1.9	5.1
CN(C)c1nc(N(C)C)n(Cc2c(Cl)cccc2Cl)n1	-3%	-0.3%	1.6	-0.14	0.85	-0.84	-18%	-0.66	1344	1.1%	-5.4	1160	i	0	3.4	1.4	7.6
Nc1ccc(C(=O)N2CCCC2)cc1CS(=O)(=O)c1ccc(Cl)cc1	3%	-0.9%	0.19	-0.24	-0.061	0.21	-8%	nt	nt	-0.2%	-3.0	1061	i	4	5.6	1.9	7.7
CC(C)c1cc(CN2CCN(Cc3ccc(F)c(F)c3)C(CCO)C2)[nH]n1 (stereo unspecified)	2%	0.1%	0.48	-0.15	0.94	-1.5	34%	-0.73	1461	-0.2%	0.0	964	i	-5	1.8	2.1	3.7
